Screening data: PubChem BioAssay, several laboratories
pPAFAH inh = pPAFAH (human) enzyme inhibition; recombinant pPAFAH, FP-rhodamine probe fluorescence polarization; inhibition, % at 3.39 µM; 330,000 tested, 1.5% active; AID 463082;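 active = inhibition above the mean inhibition across the screen plus 3 SD, cut at about 25% in these data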;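 also: inhibitors block binding of the rhodamine activity-based probe so polarization drops; 0% = enzyme with DMSO and 100% = wells lacking pPAFAH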
Target sequence (Q13093 whole entry, looked up): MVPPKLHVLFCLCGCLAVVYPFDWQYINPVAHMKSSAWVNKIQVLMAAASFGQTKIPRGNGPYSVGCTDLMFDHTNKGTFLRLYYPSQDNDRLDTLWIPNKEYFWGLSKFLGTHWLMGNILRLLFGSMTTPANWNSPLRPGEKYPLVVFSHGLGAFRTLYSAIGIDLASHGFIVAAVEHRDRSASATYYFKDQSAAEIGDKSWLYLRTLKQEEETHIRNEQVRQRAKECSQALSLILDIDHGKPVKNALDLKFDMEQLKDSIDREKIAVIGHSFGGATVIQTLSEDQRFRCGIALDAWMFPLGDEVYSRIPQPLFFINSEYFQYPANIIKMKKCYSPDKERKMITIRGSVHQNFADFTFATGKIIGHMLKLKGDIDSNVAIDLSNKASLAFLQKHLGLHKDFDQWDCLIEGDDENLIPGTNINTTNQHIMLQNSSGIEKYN
PAFAH1B2 FP inh = blocks human PAF acetylhydrolase 1b catalytic subunit 2; P68402; recombinant PAFAH1B2, FP-rhodamine activity probe, fluorescence polarization; inhibition, % at 3.39 µM; 340,000 tested, 1.2% active;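 active = inhibition above the mean of all tested compounds plus 3 SD, cut at about 24% in these data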;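 also: 0% = enzyme with DMSO and 100% = wells lacking PAFAH1B2; many of its hits are not listed in these tables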
Target sequence (P68402 whole entry, looked up): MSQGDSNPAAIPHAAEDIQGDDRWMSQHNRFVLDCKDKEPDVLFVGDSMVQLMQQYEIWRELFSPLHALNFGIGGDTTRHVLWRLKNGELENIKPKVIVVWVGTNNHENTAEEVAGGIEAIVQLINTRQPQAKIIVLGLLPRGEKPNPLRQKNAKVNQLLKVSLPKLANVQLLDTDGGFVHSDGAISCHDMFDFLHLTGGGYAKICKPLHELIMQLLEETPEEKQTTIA
MEX-5 binding = C. elegans MEX-5 TCR-2 RNA binding activity; activity score (negative = inhibition of binding), % at 10 µM; Q9XUB2; AID 1832; 300,000 tested, 0.38% active; MEX-5/FITC-TCR2 RNA binding, fluorescence polarization; stronger effect = lower value;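 active = inhibition past about -25% in most replicates, and total fluorescence under double the plate's negative control median, limit read from the data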;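 also: 0% = DMSO and -100% = 5 µM competing unlabeled TCR2 RNA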
GLD-1 TGE inh = GLD-1-TGE RNA interaction inhibition (C. elegans); Q17339; purified GLD-1 + fluorescein TGE RNA, fluorescence polarization; inhibition, % at 5.96 µM; 320,000 tested, 0.44% active;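 active = percent inhibition above a per-plate cutoff, the plate mean of test compounds plus 3 SD, cut at about 30% in these data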;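 also: 0% = DMSO wells with GLD-1 and probe and 100% = wells lacking GLD-1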
AHR activator = activators of human aryl hydrocarbon receptor; AHR-responsive luciferase reporter cells, luminescence; activation, % at 5 µM; 320,000 tested, 2.5% active; in the data active = activation above about 47%;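 also: 0% = vehicle wells and 100% = reference agonist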
MCL1-BIM inh = MCL1-BIM-BH3 interaction inhibition (human). 320,000 tested, 0.68% active. AID 2057. inhibition, % at 10.9 µM. Q07820. GST-MCL1 / FITC-Bim-BH3 fluorescence polarization;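 active = inhibition above the mean inhibition of all tested compounds plus 3 SD, set per campaign, cut at about 40% in these data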;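 also: 0% = DMSO wells and 100% = unlabeled Bim-BH3 peptide control; higher means more loss of mP so more displacement of Bim peptide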
PME-1 inh = blocks human protein phosphatase methylesterase 1; inhibition, % at 5.9 µM; 320,000 tested, 0.53% active; recombinant PME-1, FP-Rh probe fluorescence polarization; Q9Y570;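 active = inhibition above the campaign mean of all compounds plus 3 SD, cut at about 26% in these data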;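 also: competitive labeling of PME-1 active site by serine hydrolase directed probe; 0% = PME-1 with DMSO and 100% = wells lacking PME-1 enzyme; inhibitors block probe labeling so polarization falls and inhibition rises; many of its hits are not listed in these tables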
BCLXL inh = Bcl-xL (human) inhibition | Q07817 | GST-Bcl-xL / FITC-Bim BH3 peptide fluorescence polarization | inhibition, % at 10.9 µM | 320,000 tested, 0.7% active | AID 2129;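 active = inhibition above the mean of all tested compounds plus 3 SD, cutoff set per campaign, cut at about 30% in these data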;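 also: 0% = DMSO wells and 100% = unlabeled Bim-BH3 peptide competitor; inhibitors lower millipolarization by displacing the labeled peptide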
Target sequence (Q07817 whole entry, looked up): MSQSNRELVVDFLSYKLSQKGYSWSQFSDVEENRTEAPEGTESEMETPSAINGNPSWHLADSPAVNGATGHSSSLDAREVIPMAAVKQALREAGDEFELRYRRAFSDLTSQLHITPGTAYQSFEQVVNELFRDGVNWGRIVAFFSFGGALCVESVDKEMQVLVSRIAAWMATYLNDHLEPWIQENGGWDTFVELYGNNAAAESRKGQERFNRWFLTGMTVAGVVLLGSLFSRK
Fam108B inh = Fam108B inhibition, counter-screen for RBBP9 inhibitors | recombinant Fam108B, FP-Rh probe fluorescence polarization | 300,000 tested, 0.33% active | inhibition, % at 9.51 µM;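 active = inhibition above the screen mean inhibition plus 3 SD, computed separately per campaign, cut at about 18% in these data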;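 also: inhibitors lower polarization as less probe binds the enzyme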
Numbers without * were called inactive; / = not tested or not shown. A portion of the library, so the mix of outcomes need not match the whole.

SMILES	pPAFAH inh	PAFAH1B2 FP inh	MEX-5 binding	GLD-1 TGE inh	AHR activator	MCL1-BIM inh	PME-1 inh	BCLXL inh	Fam108B inh
O=C(N/N=C/c1sc(=O)[nH]c1-[n+]1ccc2ccccc2c1)c1ccccc1[O-]	14	3	-14	165*	84*	178*	6	156*	17
Nc1nc(Br)c2ccccc2c1-c1ccccc1	8	-1	-1.2	-1	7	1	3	-4	-4
N#C/C(=C\c1ccccc1OCC(=O)O)c1nc2ccccc2[nH]1	-4	6	0.1	-6	21	-5	0	-1	3
COCCCNC(=O)CSc1nc2ccccc2c(=O)n1CCc1ccc(S(N)(=O)=O)cc1	1	0	-0.3	-11	2	-19	6	-8	0
O=C(c1ccc2c(c1)CCN2S(=O)(=O)c1ccccc1)N1CCN(c2ccc(F)cc2)CC1	7	1	0.7	4	0	-1	4	7	7
Cc1cc(NC(=O)c2cc(-c3cccc(OCC(C)C)c3)nc3ccccc23)no1	-6	-8	2.3	0	14	9	-11	3	-9
O=C(O)c1ccc(Nc2cccc(F)c2)c([N+](=O)[O-])c1	4	5	0.0	-5	0	7	3	6	2
c1coc(-c2ccnc3ncnn23)c1	2	-3	-1.1	4	-8	8	-2	4	2
COc1ccc(S(=O)(=O)N2CCOC2CNC(=O)C(=O)NCCCc2ccccc2)cc1 (stereo unspecified)	1	6	3.5	7	-1	4	-2	4	6
COC(=O)c1sccc1NC(=O)c1c(Cl)cnn1C	2	0	1.6	7	5	6	-3	3	1
CC(=O)c1sc2nsc(SCCN3CCCC3)c2c1N	2	2	-9.1	14	2	27	-2	25	3
CC(=O)Nc1ccc(S(=O)(=O)N2CCNC(=O)C2)cc1	1	2	/	3	0	/	/	/	/
CCC(=O)Oc1ccc(NC(=O)c2ccco2)cc1	-3	3	-0.7	-12	2	5	2	5	2
Cc1ccc(C(C)C)c(OCCCN2CC(C)OC(C)C2)c1 (stereo unspecified)	2	-2	-0.9	2	-2	-5	1	3	-3
CCOc1ccccc1NC(=O)NCc1ccco1	1	8	-1.7	-4	3	7	-4	7	2
O=C(N/N=C1\CCS(=O)(=O)c2ccc(F)cc21)c1ccc([N+](=O)[O-])cc1	-3	2	2.2	0	4	1	-3	0	4
CCCCc1cc(=O)oc2c(C)c(OCc3nn[nH]n3)ccc12	-11	1	0.0	4	0	-5	-1	-5	-1
CC(C)c1nc(Cl)c(C#N)c2c1CCC2	4	5	1.4	4	0	3	-4	5	-1
CCOC(=O)c1ccc(NC(=O)C(=O)NCCc2ccc(OC)cc2)cc1	-2	10	2.2	11	3	5	-2	7	5
CCOc1ccccc1C1CC(=O)Nc2cc(C)c(C)cc21 (stereo unspecified)	10	3	-0.8	5	34	-2	5	-1	3
CCOC(=O)C(Sc1ncc(C#N)c(N)n1)C(C)C (stereo unspecified)	1	-3	-0.8	-11	6	7	7	-4	-1
CCN(CC(=O)Nc1c(F)cccc1F)C(=O)c1cc(S(=O)(=O)N2CCOCC2)ccc1N1CCCC1	1	-2	-2.7	5	1	-29	-1	-9	2
CSc1cccc(NC(=O)CN(C)S(=O)(=O)c2cnc[nH]2)c1	1	-1	0.7	-6	6	0	-1	-2	1
C=CCc1cccc(C2Nc3ccccc3C(=O)N2O)c1O (stereo unspecified)	2	3	-2.7	-4	20	1	5	3	3
O=C(CSc1ccc(-c2ccc(F)cc2)nn1)NCc1ccco1	4	3	0.5	2	-1	6	1	9	2
Cc1nn(-c2ccccc2)c(C)c1C=O	6	/	-0.5	9	1	6	7	7	3
Cc1ccc(OCC(=O)c2ccc3c(c2)CCCC3)cc1C	2	-1	-0.8	1	-3	8	0	0	-3
Cc1cc(C)cc(N(C(=O)Cn2nnc(-c3ccccc3)n2)C(C(=O)NC2CCCCC2)c2ccccn2)c1 (stereo unspecified)	0	5	-2.1	5	1	-1	3	6	0
CSc1nc2c(c(C(F)(F)F)n1)CC(C)CC2 (stereo unspecified)	8	6	0.9	-5	-1	5	0	2	-3
COc1ccc(C(CNC(=O)c2cc3c(s2)CCCC3)N2CCOCC2)cc1 (stereo unspecified)	6	2	-0.8	-5	9	-2	3	4	-4
CC1(c2nnc(-c3ccncc3)o2)CC(c2ccc(Cl)cc2)=NO1 (stereo unspecified)	5	1	-0.5	0	3	2	1	-1	-2
O=C(NCc1ccncc1)c1ccc(NS(=O)(=O)c2ccc(F)cc2)cc1	1	8	/	5	2	-4	-6	5	/
COc1cc2c(cc1OC)C(C)N(C(=O)Nc1ccccc1)CC2 (stereo unspecified)	7	2	-2.7	3	2	1	-1	4	1
CCOC(=O)c1c(NC(=O)CN2CCCCC2)sc2c1CCCC2O (stereo unspecified)	17	3	1.4	7	8	5	-10	11	2
O=C(OCc1nnc(-c2ccc(Br)cc2)o1)c1cncc(Br)c1	8	4	-0.2	1	3	-4	2	-1	1
CCOC(=O)CC1C(=O)NCCN1C(=O)c1sc2ccccc2c1Cl (stereo unspecified)	0	-1	-0.8	-1	4	6	-5	3	0
CC[N+](CC)(CC)CCCCOc1ccc2c(c1)C(=O)c1cc(OCCCC[N+](CC)(CC)CC)ccc1-2	2	2	1.9	1	1	-26	-1	-13	2
CCC(c1nnc(SCC(=O)NNC(=O)c2ccccc2)n1Cc1ccccc1)N(C)C (stereo unspecified)	2	2	-1.1	0	-4	-4	-1	-6	2
O=S(=O)(c1cccc(Cl)c1)N1CCCC1	9	-4	1.0	9	18	-11	2	2	2
NS(=O)(=O)c1ccc2nc(NC(=O)c3ccncc3)sc2c1	0	2	2.0	-2	2	3	-4	-2	7
CCc1ncc(CN2CCCC(C(=O)Nc3cccc(-c4ccc(F)cc4)c3)C2)cn1 (stereo unspecified)	-2	-5	-0.7	1	3	-3	0	-1	-3
CC(=O)c1cnc2nc(SCc3ccc(Cl)cc3)nn2c1C	7	13	-2.3	2	-7	4	10	6	1
O=C(Cc1ccccc1)NCCc1cn2ccsc2n1	4	7	-2.3	-5	-1	0	-7	2	5
CCN1CCN(c2cc(C(C)(C)C)nc3c(-c4ccccc4)c(C)nn23)CC1	3	4	/	6	-1	3	2	8	2
O=[N+]([O-])c1cc(C2Nc3cccc4cccc(c34)N2)ccc1Cl	0	37*	-1.0	2	17	5	18	5	1
COC(=O)Cc1c(C)c2ccc(OCc3nn[nH]n3)cc2oc1=O	0	3	0.2	10	-3	-1	-1	0	-1
CCC(=O)Nc1cc(C)c(NC(=O)c2ccco2)cn1	-1	3	0.2	-5	-2	9	3	6	-2
O=c1[nH]cnc2c1ncn2[C@@H]1C[C@@H](O)[C@H](CO)O1	-1	6	-2.1	2	0	5	-6	2	2
Cc1c(C)c2ccc(OS(C)(=O)=O)c(C)c2oc1=O	1	-4	0.5	3	4	-6	3	-5	-2
O=C(Nc1nncs1)C1c2ccccc2Oc2ccccc21	-4	2	-1.2	0	1	-3	-7	6	5
CCCn1ccnc1SCC(=O)Nc1c(C)n(C)n(-c2ccccc2)c1=O	4	2	/	-1	-1	3	5	2	/
Cc1ccc2nc(N3CCN(C=O)CC3)nc(-c3ccccc3)c2c1	9	-1	0.1	5	3	4	1	1	-1
COc1ccccc1Nc1ncccc1[N+](=O)[O-]	4	6	0.7	6	53*	11	4	7	-1
CN(C(=O)CSc1nc2ccccc2c(=O)n1-c1ccccc1F)C1CCS(=O)(=O)C1 (stereo unspecified)	3	7	/	0	1	/	/	/	/
O=c1cc(N2CCc3ccccc32)[nH]c(=O)n1Cc1ccc(F)cc1	5	3	-1.0	0	2	5	1	6	8
Cc1cc(-c2ccc(C(C)C)c(S(=O)(=O)Nc3cc(C)on3)c2)on1	0	1	0.9	4	0	0	-3	6	0
CCOC(=O)C1=C(C)NC(C)=C(C(=O)OCC)C1c1ccco1	3	0	-4.1	2	8	12	-1	4	8
CC(CNC(=O)c1ccc(-c2ccccc2)cc1)CN(C)C (stereo unspecified)	-2	0	-1.7	0	9	8	6	6	-4
O=C(Nc1ccc2ccccc2c1)/C(=C\c1ccc2c(c1)OCO2)NC(=O)c1ccco1	1	-3	0.5	2	8	6	-17	4	-8
O=C(Nc1cc(C(F)(F)F)ccc1N1CCOCC1)c1ccccc1F	5	0	-1.3	-1	3	-1	-12	6	-2
(further entries)
SMILES	pPAFAH inh	PAFAH1B2 FP inh	MEX-5 binding	GLD-1 TGE inh	AHR activator	MCL1-BIM inh	PME-1 inh	BCLXL inh	Fam108B inh
COc1ccc(CCNC(=O)COC(=O)Cc2ccc(OC)cc2)cc1	10	2	3.1	-2	0	4	4	7	0
Cc1ccc2nc(-c3cc(N)cc(N)c3)oc2c1	17	4	1.1	3	7	5	9	7	2
Cc1cccc(C)c1N(CC(=O)N/N=C/c1cc(Br)c(C)o1)S(C)(=O)=O	-5	0	-0.5	6	29	12	6	3	0
Cc1ccc(S(=O)(=O)CCN2CCN(c3ccccn3)CC2)cc1	1	7	1.0	3	0	4	3	9	1
COc1ccc(CCNC(=O)CCC(=O)N2CCN(S(=O)(=O)c3ccccc3)CC2)cc1OC	2	0	1.8	3	4	3	8	5	0
COC(=O)c1cn(NC(=O)/C=C/c2cccc(OC)c2OC)c(=O)c2ccccc12	4	/	0.4	3	2	-6	-8	-3	-25
CC(C)Nc1ccc(Nc2ccnc3cc4ccccc4cc23)cc1	8	2	0.7	0	19	9	-64	11	8
CNC(=O)c1ccc(-c2cc(C(F)(F)F)nn2C)s1	-3	/	-1.5	8	-7	2	-2	0	4
O=C(CN1C(=O)c2ccccc2S1(=O)=O)NCc1ccccc1	0	0	-1.2	-2	1	5	11	3	0
O=C(NCC[C@@H]1C[C@@H]2C=C[C@H]1C2)c1cc(COc2ccc(F)cc2F)on1	6	4	0.3	0	6	-4	1	-4	-2
Cc1ccc(CN2CCN(Cc3ccc(Oc4ncccn4)cc3)CC2CCO)cc1 (stereo unspecified)	-2	0	-2.1	-2	1	-1	-1	-5	-3
FC(F)(F)c1ccc(Oc2ccccc2Cl)nc1	-1	2	-0.8	5	3	2	0	-2	2

Gathered by group, the compounds so far containing a CF3 group.
SMILES	pPAFAH inh	PAFAH1B2 FP inh	MEX-5 binding	GLD-1 TGE inh	AHR activator	MCL1-BIM inh	PME-1 inh	BCLXL inh	Fam108B inh
CSc1nc2c(c(C(F)(F)F)n1)CC(C)CC2 (stereo unspecified)	8	6	0.9	-5	-1	5	0	2	-3
O=C(Nc1cc(C(F)(F)F)ccc1N1CCOCC1)c1ccccc1F	5	0	-1.3	-1	3	-1	-12	6	-2
CNC(=O)c1ccc(-c2cc(C(F)(F)F)nn2C)s1	-3	/	-1.5	8	-7	2	-2	0	4
FC(F)(F)c1ccc(Oc2ccccc2Cl)nc1	-1	2	-0.8	5	3	2	0	-2	2

Additional compounds follow:
SMILES	pPAFAH inh	PAFAH1B2 FP inh	MEX-5 binding	GLD-1 TGE inh	AHR activator	MCL1-BIM inh	PME-1 inh	BCLXL inh	Fam108B inh
CC1CCCCN1S(=O)(=O)c1ccc2c(c1)C(C)(C)C(=O)N2C (stereo unspecified)	4	2	-1.6	1	-1	-2	-28	-1	-3
CC12CCC(C(=O)O)(c3nc4cc([N+](=O)[O-])ccc4nc31)C2(C)C (stereo unspecified)	8	1	2.9	0	0	9	-3	6	1
CNC(=S)N/N=C/c1ccc(-c2ccc(C(=O)O)cc2)o1	8	6	-1.7	-5	6	6	0	6	11
C[C@@H]1C=C[C@](Cc2ccccc2)(C(=O)NCCc2c[nH]c3ccccc23)N1C(=O)c1ccccc1	3	6	3.1	7	14	5	-1	7	2
COc1ccc(CNC(=O)c2sc(=S)n(-c3ccccc3)c2N)cc1	1	3	-1.4	-2	5	7	-5	7	0
